HepG2 viability = counter-screen for TGF-b inhibitors: cytotoxicity in HepG2 cells | HepG2 CAGA-GFP viability, ATP luminescence, 18 h | Potency, µM (top dose mostly 46.1 µM), without a hit: at the highest dose activity change, negative = cytotoxicity, actives largely listed as cytotoxic | actives 0.76% (n = 410,000) | AID 588856; further: some results filed as inactive show a strong effect at the top dose
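HepG2 CAGA-GFP cells (1000/well, DMEM with 1% FBS) received compound, then TGF-beta at 500 pg/mL final, and were incubated 18 hours at 37 degrees C. Viability was read by CellTiter-Glo luminescence. Media-only wells were set as complete cell-killing and DMSO as no toxicity.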
Nrf2 inh = inhibitors of Nrf2 signaling; actives 2.1% (n = 360,000); A549 ARE-Fluc reporter, luciferase luminescence, 18-24 h; AID 504444; Potency, µM (top dose mostly 46 µM), without a hit: top-dose activity change, negative = inhibition, actives largely listed as inhibitors; further: on the % scale 0 is the no-effect control and ±100 the full control effect; nearly all actives have a fitted effect of over 60% in size
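Concentration-response testing used A549 ARE_Fluc cells at 5000 cells/well. Following an 18-24 h compound incubation, viability was read by fluorescence (Ex 405/Em 525) and luciferase output by luminescence.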
ATXN2 expr inh = reduces ATXN2 reporter expression in HEK-293 cells. HEK-293 ATXN2-luciferase reporter, luminescence, 24 h. Potency, µM (highest dose often 57 µM), for inactives: top-dose activity change, negative = inhibition, actives largely listed as inhibitors. actives 0.72% (n = 360,000). AID 1745845; further: on the % scale 0 is the no-effect control and ±100 the full control effect; nearly all actives have a fitted effect of over 55% in size
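ATXN2-luciferase reporter cells (luciferase flanked by upstream and downstream ATXN2 gene portions) were treated 24 h at 37 °C with compounds at up to 57 uM. SteadyGlo luminescence gave expression; GF-AFC fluorescence gave viability.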
A549 tox = A549 cytotoxicity, counter-screen for Nrf2 inhibitors; Potency, µM (doses to about 46 µM), for the others: at the highest dose activity change, negative = cytotoxicity, most hits filed as inhibitors; A549 ARE-Fluc cells, CellTiter-Fluor viability, 18-24 h; actives 0.16% (n = 390,000); AID 504648; further: on the % scale 0 is the no-effect control and ±100 the full control effect
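A549 ARE_Fluc cells in 5% FBS OPTI-MEM were exposed to compounds in concentration-response for 18-24 h at 37 deg C. Viability was read by CellTiter-Fluor fluorescence (Ex 405/Em 525) after 30 min, before the luciferase read.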
S2 tox = reduces viability in counter-screen for ATXN expression inhibitors; AID 651635; actives 0.49% (n = 400,000); S2 cells (HEK-293 line with an ATXN2-luciferase reporter) viability, CellTiter-Fluor protease fluorescence, 24 h; Potency, µM (titrated, usually from 56.7 µM), hits mostly cytotoxic; further: nearly all actives have a fitted effect of over 40% in size
Nrf2 activator = Nrf2 pathway activation | AREc32 ARE-luciferase reporter (MCF7-derived line), luminescence, 24 h | actives 0.31% (n = 410,000) | Potency, µM (doses to about 46.1 µM), for the others: at the top dose activation, usual class: activators | AID 624171; further: % of control where 0% means no effect; nearly all actives have a fitted effect of over 65% in size
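ARE activation measured as luciferase luminescence (Steady-Glo, 30 min RT) in AREc32_Fluc cells after 24 hr compound exposure at 37 deg C, 5% CO2; cells seeded overnight at 1000/well in OPTI-MEM, 5% FBS.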
TGFb inhibitor = inhibitors of TGF-b signaling | HepG2 CAGA-GFP TGF-b/SMAD3 reporter, GFP fluorescence, 18 h; TGF-beta stimulated, 500 pg/mL final | Potency, µM (series often up to 46.1 µM), inactives show at the top dose activity, negative = inhibition, actives largely listed as inhibitors | actives 1.2% (n = 410,000); further: on the % scale 0 is the no-effect control and ±100 the full control effect; nearly all actives have a fitted effect of over 65% in size
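Read-out: total well GFP (ex488/em500-530) summed from mean per-cell fluorescence. Cells: HEPG2 CAGA-GFP, 1% FBS DMEM, 18 h at 37 degrees C with 500 pg/mL final TGF-beta. Unstimulated wells served as the full-inhibition control; stimulated DMSO wells = 0%.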
EPAC2 antagonist = blocks human EPAC2 exchange factor; Q8WZA2; EPAC2 GEF exchange of Rap1B-BODIPY-GDP, fluorescence; Potency, µM (doses to about 114 µM), without a hit: at the highest dose activity, negative = inhibition, hits mostly inhibitors; actives 0.18% (n = 360,000); AID 720708; further: on the % scale 0 is the no-effect control and ±100 the full control effect; nearly all actives have a fitted effect of over 45% in size; many of its hits are not listed in these tables
Target sequence (Q8WZA2 whole entry, looked up): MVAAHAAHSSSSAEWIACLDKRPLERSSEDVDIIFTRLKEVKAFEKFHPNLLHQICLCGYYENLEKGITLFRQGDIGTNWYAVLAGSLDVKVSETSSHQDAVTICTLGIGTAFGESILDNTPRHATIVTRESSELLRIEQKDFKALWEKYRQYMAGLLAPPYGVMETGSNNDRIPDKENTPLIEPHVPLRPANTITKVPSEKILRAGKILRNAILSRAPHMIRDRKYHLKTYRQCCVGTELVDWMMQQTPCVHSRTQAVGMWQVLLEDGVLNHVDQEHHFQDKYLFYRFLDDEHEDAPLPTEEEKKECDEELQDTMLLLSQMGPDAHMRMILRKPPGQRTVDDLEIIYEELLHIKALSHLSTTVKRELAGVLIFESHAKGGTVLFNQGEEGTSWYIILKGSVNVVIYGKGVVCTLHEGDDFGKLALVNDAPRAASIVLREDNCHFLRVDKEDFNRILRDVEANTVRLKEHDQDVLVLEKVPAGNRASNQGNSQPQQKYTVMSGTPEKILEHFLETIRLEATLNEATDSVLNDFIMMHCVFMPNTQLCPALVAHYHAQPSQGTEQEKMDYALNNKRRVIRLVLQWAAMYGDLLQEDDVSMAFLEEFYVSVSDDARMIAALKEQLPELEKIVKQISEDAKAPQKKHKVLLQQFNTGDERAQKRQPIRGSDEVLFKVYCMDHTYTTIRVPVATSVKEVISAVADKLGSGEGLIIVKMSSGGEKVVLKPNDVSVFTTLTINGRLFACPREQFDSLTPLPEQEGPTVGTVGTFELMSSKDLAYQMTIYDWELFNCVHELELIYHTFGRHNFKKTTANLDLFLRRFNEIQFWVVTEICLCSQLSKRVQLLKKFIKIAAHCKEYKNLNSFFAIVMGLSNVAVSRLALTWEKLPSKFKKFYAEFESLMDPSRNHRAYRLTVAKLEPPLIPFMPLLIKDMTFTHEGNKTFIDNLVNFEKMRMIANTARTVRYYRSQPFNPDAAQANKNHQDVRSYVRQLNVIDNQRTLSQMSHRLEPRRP
MCF10A rerep = DNA re-replication induction in MCF 10a cells | MCF 10A DNA re-replication, Hoechst nuclear intensity, 48 h | Potency, µM (top dose mostly 46.1 µM), for inactives: at the top dose activity, positive = re-replication, usual class: activators | actives 2.9% (n = 350,000) | AID 624296; further: % of control where 0% means no effect; nearly all actives have a fitted effect of over 50% in size
* hit, by the source's call; i = inactive; ? = inconclusive; nt = not tested or not shown; & = joins results of further samples; [ ] = dose if it differs, or a comment. The call rests on the fitted dose curve; in most records, active means well fitted curve in the direction sought with a large enough effect; inconclusive means small, poorly fitted or top-dose-only effect, or another doubt; inactive means no such curve, though single readings can be large; an effect the other way counts as inactive or inconclusive. Potency means the concentration at half of the fitted maximal effect.

SMILES	HepG2 viability	Nrf2 inh	ATXN2 expr inh	A549 tox	S2 tox	Nrf2 activator	TGFb inhibitor	EPAC2 antagonist	MCF10A rerep
C=CC[C@@H](CC(=O)OC(C)(C)C)C(=O)OC[C@H]1CCCN1C(=O)[C@@H](CC=C)CC(=O)N[C@H](CO)Cc1ccccc1	-35.0%	5.1%	-37.6%	-8.1%	?	0.1%	-12.9%	-14.0%	15.5%
CCOc1cc(C(=O)NC(C)COC)cc(OCC)c1OCC (configuration not stated)	-12.4%	-8.6%	11.9%	3.0%	i	3.2%	2.6%	-0.5%	5.8%
Cc1nn(CC(=O)NC(C)c2ccccc2)c(C)c1[N+](=O)[O-] (configuration not stated)	3.0%	-3.7%	-11.0%	6.6%	i	0.3%	-2.0%	-7.0%	-0.6%
COc1cccc(CNC(=O)c2ccc(NC(=O)C3=CSCCO3)cc2)c1	-27.7%	-4.6%	nt	7.3%	i	1.6%	-10.2%	-5.4%	9.7%
O=C(Cc1ccc(Cl)cc1)NC1CCCN(Cc2ccccc2F)C1 (configuration not stated)	-31.3%	13.4%	2.0%	2.9%	i	-0.1%	-21.9%	0.3%	26.9%
CC1CCN(S(=O)(=O)c2cccc(C(=O)NC3CCCCC3)c2)CC1	6.8%	-10.1%	-8.2%	-0.3%	i	-0.2%	-4.1%	7.0%	8.2%
CCOC(=O)C1=C(C)NC(=O)NC1c1ccc(N(C)C)cc1 (configuration not stated)	-16.7%	-14.0%	-4.6%	-8.4%	i	0.2%	0.4%	-4.1%	3.4%
CCc1cccc(NS(=O)(=O)c2c(C)[nH]c(=O)[nH]c2=O)c1	13.8%&-2.2%	-0.2%&22.4%	10.1%	3.4%&1.5%	i	0.1%&0.0%	-5.7%&-0.7%	1.2%	4.4%
COc1ccc(OC)c(NC(=O)c2oc3c(c2C)-c2nn(Cc4ccc(Cl)cc4)cc2CC3)c1	4.4%	?	nt	16.2%	nt	4.0%	-21.1%	nt	nt
COc1cccc(N2C(=O)[C@H]3C(C(=O)c4cnccn4)=NN[C@H]3C2=O)c1	2.2%	4.4%	-23.2%	0.2%	i	-0.6%	-0.3%	3.0%	2.3%
COc1cccc(NC(=O)CC2(CC(=O)O)CCCC2)c1	17.8%	?	0.8%	-6.6%	i	-0.5%	7.7%	8.8%	6.4%
O=C(O)CCCC(=O)NCc1c(Cl)cccc1Sc1ccc(Cl)cc1	-26.8%	-1.9%	-33.0%	2.7%	?	0.1%	-37.4%	5.5%	-5.1%
CC(C)N(CC#CCC(O)(c1ccccc1)c1ccccc1)C(C)C	6.7%	16.3%	-0.4%	0.8%	i	0.0%	-1.5%	-0.4%	?
CCOc1ccc(CCNS(=O)(=O)c2ccc3c(c2)oc(=O)n3C)cc1OCC	-1.3%	1.0%	nt	-12.3%	i	-0.9%	10.3%	-6.9%	-7.3%
O=C(C[n+]1cc(Br)cc2ccccc21)c1ccc(Br)cc1	-76.1%&-26.6%	1.2%	-8.5%	6.6%	i	10.1%	?	-12.1%	?
CSCCC(NC(=O)c1ccccc1Br)C(=O)NCC(C)(C)N1CCOCC1 (configuration not stated)	6.1%	18.5%	-0.2%	1.4%	i	-0.8%	?	-3.0%	7.9%
CC1(C)Cc2c(c(-c3ccco3)nc3sc4c(NCC5CCCO5)ncnc4c23)CO1 (configuration not stated)	-8.6%	2.3%	-26.1%	10.2%	i	3.6%	0.0%	-14.5%	23.1µM*
CCNc1nc(NCC)n2c(SC(C(=O)Nc3cc(C)ccc3OC)c3ccccc3)nnc2n1 (configuration not stated)	3.4%	?	-7.0%	-26.3%	i	7.2%	-7.9%	-20.7%	17.3%
COc1ccc(C(=O)COC(=O)c2cccnc2Cl)c(OC)c1	1.6%	0.1%	19.4%	-7.0%	i	3.4%	21.0%	-6.3%	4.4%
CCN(CC)C(=O)c1c(-c2ccccc2)c(-c2ccccc2)nn(CC)c1=O	6.8%	22.7%	nt	1.0%	nt	0.3%	0.0%	nt	nt
O=C(NC1CCCCC1)c1ccc(S(=O)(=O)N2CCCC2)cc1	-2.8%	-2.2%	-3.2%	-4.7%	i	0.1%	1.3%	-0.4%	13.6%
Cn1ccs/c1=N\S(=O)(=O)c1ccc(C(C)(C)C)cc1	-18.7%	4.1%	6.7%	-11.4%	i	0.4%	-2.5%	1.5%	-5.6%
Cc1ccc(-c2[nH]ncc2/C=N/n2c(COc3ccccc3C)nc3ccccc3c2=O)cc1	5.62µM*	?	28.2µM*	?	nt	9.8%	12.6µM*	9.7%	5.8µM*
Cn1c(=O)c2c(ncn2CC(=O)Nc2ccccc2Sc2ccccc2)n(C)c1=O	-0.2%	-16.1%	-13.0%	-3.6%	i	0.4%	-6.2%	-2.0%	-1.0%
Cc1c(NC(=O)C2CCCCC2)cc(C(=O)N2CCOCC2)cc1[N+](=O)[O-]	-1.8%	-7.8%	-5.6%	-0.1%	i	-0.7%	6.5%	17.7%	0.5%
COc1cccc2c1OCC/C2=N\NC(=O)COc1ccc(C)cc1	8.3%	16.6%	0.0%	9.9%	i	3.0%	-12.8%	-0.4%	5.6%
COCCNC(=O)COc1ccc(Oc2ccccc2)cc1	-0.6%	-4.1%	-27.1%	1.3%	?	0.3%	-5.0%	0.4%	-1.4%
CCN1CCCC(NC(=O)c2cc([N+](=O)[O-])ccc2OC)C1 (configuration not stated)	-46.1%	24.5%	2.9%	2.5%	i	-0.2%	-4.5%	4.8%	5.6%
Cc1cccc2[nH]c3c(=O)n(CCN4CCNCC4)cnc3c12	-13.5%	nt	-11.8%	-12.1%	i	2.4%	2.1%	-1.3%	6.4%
Cc1ccc(C(=O)N2CCN(c3ncccn3)CC2)cc1	0.0%	7.3%	4.5%	2.2%	i	-0.3%	4.2%	2.3%	8.5%
O=C(CSc1ccc2ccccc2c1)Nc1ccc(S(=O)(=O)Nc2nccs2)cc1	-4.5%	6.6%	2.0%	-0.6%	i	2.1%	?	-2.5%	?
CC(=O)c1cc(-c2ccccc2)n(CC(=O)N2CCCC2)c1C	0.0%	0.0%	-1.6%	2.0%	i	-0.3%	-8.9%	-6.0%	-1.7%
CC(=O)c1c(C)oc2ccc(N(C(C)=O)S(=O)(=O)c3ccc(Cl)c([N+](=O)[O-])c3)cc12	-21.5%	nt	25.1µM*	?	nt	-0.1%	6.8%	-3.5%	1.84µM*
CC(C)c1ccc(N2C(=O)CS(=O)(=O)C23C(=O)N(Cc2cccc(F)c2)c2ccccc23)cc1 (configuration not stated)	-27.6%	-25.2%	-1.9%	12.2%	i	-1.0%	-2.0%	nt	nt
Cc1ccc(C(c2nnnn2CCc2ccccc2)N2CCC(C)CC2)cc1 (configuration not stated)	-30.2%	4.6%	-16.2%	0.2%	i	3.4%	?	-10.4%	?
CC1(C(O)(C#CC[N+]2(C)CCCCC2)c2ccccc2)CCCC1 (configuration not stated)	-27.5%	-18.6%	8.2%[11.3 µM]	-1.0%	i	0.3%	16.3%	1.7%	-2.6%
COC(=O)c1ccc(COC(=O)CCNS(=O)(=O)c2ccc(C)c(C)c2)cc1	-10.9%	4.1%	9.1%	-1.6%	i	-0.7%	-11.7%	-4.7%	7.6%
CC(C)=CC(=O)N1CC[C@@H](N2CCN(c3ccccc3F)CC2)[C@H](O)C1	2.6%	0.1%	3.5%	3.0%	i	-0.1%	1.1%	-0.3%	2.9%
OCc1ccccc1CNCc1ccccc1	-11.8%	7.3%	-6.3%	-4.3%	i	-0.9%	7.0%	-1.9%	-3.5%
COc1ccc(C(C)=O)cc1COC(=O)Cc1n[nH]c(=O)c2ccccc12	-3.9%	-8.4%	3.9%	-5.3%	i	5.5%	3.2%	-1.4%	6.2%
CCCS(=O)(=O)NC(=O)C1(C)CCN(C(=O)c2cc(F)ccc2C)C1 (configuration not stated)	-1.6%	nt	5.8%	nt	i	-1.1%	4.9%	11.6%	nt
Cc1[nH]nc(SCC(=O)NC(C)c2ccccc2)c1[N+](=O)[O-] (configuration not stated)	-0.8%	1.5%	14.1%	0.1%	i	1.9%	-5.3%	-4.6%	0.0%
CCC(C)NS(=O)(=O)c1ccc(NC(=O)c2ccc([N+](=O)[O-])cc2Cl)cc1 (configuration not stated)	11.3%	-14.5%	-13.4%	4.7%	?	-1.7%	-2.3%	11.1%	-7.9%
CC1CN(C2CCN(C(=O)COc3ccc(Cl)cc3)CC2)CC(C)O1 (configuration not stated)	0.0%	nt	1.2%	5.5%	i	0.0%	-13.8%	0.3%	-2.6%
COc1ccc(S(=O)(=O)N(C)C[C@H]2Oc3c(NC(=O)c4ccncc4)cccc3C(=O)N([C@H](C)CO)C[C@@H]2C)cc1	-3.0%	8.0%	0.8%	2.4%	i	-0.1%	7.7%	-0.3%	3.9%
COc1cccc(CN(C)C(=O)C(Cc2ccccc2)NC(=O)c2ccccc2)c1OC (configuration not stated)	1.0%	-23.9%	-7.3%	-11.7%	i	-0.7%	-15.5%	-11.6%	17.0%
O=C(OCC(=O)N1CCN(c2ccccc2)CC1)c1ccc2ncsc2c1	-11.8%	4.6%	1.5%	2.7%	i	2.1%	1.8%	-8.0%	-1.6%

Sorted by molecular weight (highest first): some entries from above
SMILES	HepG2 viability	Nrf2 inh	ATXN2 expr inh	A549 tox	S2 tox	Nrf2 activator	TGFb inhibitor	EPAC2 antagonist	MCF10A rerep
CCC(C)NS(=O)(=O)c1ccc(NC(=O)c2ccc([N+](=O)[O-])cc2Cl)cc1 (configuration not stated)	11.3%	-14.5%	-13.4%	4.7%	?	-1.7%	-2.3%	11.1%	-7.9%
COc1ccc(C(C)=O)cc1COC(=O)Cc1n[nH]c(=O)c2ccccc12	-3.9%	-8.4%	3.9%	-5.3%	i	5.5%	3.2%	-1.4%	6.2%
CC(C)=CC(=O)N1CC[C@@H](N2CCN(c3ccccc3F)CC2)[C@H](O)C1	2.6%	0.1%	3.5%	3.0%	i	-0.1%	1.1%	-0.3%	2.9%
OCc1ccccc1CNCc1ccccc1	-11.8%	7.3%	-6.3%	-4.3%	i	-0.9%	7.0%	-1.9%	-3.5%

These rows are one share of the data, so the mix of outcomes need not match the whole.
